E coli growth – E. coli V3065 growth inhibition, primary screen, counter-screen for AddAB inhibitor project, absorbance, OD600. 18 h. AID 449728, 2010. inhibition, % at 11.9 µM. actives 0.27% (n = 330,000);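 active means inhibition above the campaign's mean inhibition across all tested compounds plus 3 SD, cut at about 9.9% in these data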;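 further: uninfected addAB+ strain grown without phage in ampicillin broth; 0% = DMSO wells and 100% = ciprofloxacin 0.95 µg/ml wells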
PKA-R1A act – activators of PKA-R1A holoenzyme, primary screen, biochemical, fluorescence polarization, Cy5-IP20, bovine R1A, mouse PKAc; PKA-R1A dissociation; scaled: DMSO 0%, 113 µM cGMP 100%; cAMP-dependent protein kinase type I-alpha regulatory subunit (Bos taurus) + …; activation, % at 11.4 µM; actives 0.083% (n = 340,000);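 active means percent activation above the mean of all tested compounds plus 3 SD, cut at about 19% in these data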;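 further: higher means more PKAc released from R1A so a rise in polarization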
HTR5A ag ctr – HTR5A agonists in luminescence cell assay, primary screen, counter-screen for OPRM1-OPRD1 heterodimer agonist project, full-deck HTS | actives 0.61% (n = 340,000) | activation, % at 9.3 µM | cell-based; in the data active means activation mostly above about 9.5%, no sharp cut-off; inactive means mostly below about 7.6%;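 further: 0% = cells with vehicle only and 100% = reference agonist; strong numbers were not always called active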
AddAB inh – growth inhibition of E. coli expressing H. pylori AddAB, primary screen, AddAB inhibitor project, absorbance. inhibition, % at 11.9 µM. actives 0.29% (n = 330,000). AID 435030, 2010; in the data active means inhibition above about 12%;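 further: 0% = vehicle wells of infected cells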
OPRM1-OPRD1 ag – agonists of OPRM1-OPRD1 heterodimerization, primary screen, cell-based, luminescence | Mu-type opioid receptor (Homo sapiens) + Delta-type opioid receptor (Homo sapiens), … | activation, % at 9.3 µM | AID 504326, 2011 | actives 0.3% (n = 340,000) | cells; in the data active means activation above about 18%;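 further: 0% = vehicle-treated cells and 100% = reference agonist; values of inactives mirror those of a sister screen read the other way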
Target sequence (P35372 whole entry, looked up): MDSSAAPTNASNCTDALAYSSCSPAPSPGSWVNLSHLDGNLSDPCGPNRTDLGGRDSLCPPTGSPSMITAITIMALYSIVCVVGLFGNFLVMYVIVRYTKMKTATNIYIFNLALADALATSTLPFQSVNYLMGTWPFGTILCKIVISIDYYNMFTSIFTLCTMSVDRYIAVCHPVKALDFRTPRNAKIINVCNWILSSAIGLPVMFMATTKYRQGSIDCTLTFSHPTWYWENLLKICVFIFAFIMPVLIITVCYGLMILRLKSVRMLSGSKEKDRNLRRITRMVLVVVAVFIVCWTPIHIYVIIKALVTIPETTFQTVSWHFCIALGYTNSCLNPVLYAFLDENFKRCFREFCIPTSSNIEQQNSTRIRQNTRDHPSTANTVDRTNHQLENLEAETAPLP
Target sequence (P41143 whole entry, looked up): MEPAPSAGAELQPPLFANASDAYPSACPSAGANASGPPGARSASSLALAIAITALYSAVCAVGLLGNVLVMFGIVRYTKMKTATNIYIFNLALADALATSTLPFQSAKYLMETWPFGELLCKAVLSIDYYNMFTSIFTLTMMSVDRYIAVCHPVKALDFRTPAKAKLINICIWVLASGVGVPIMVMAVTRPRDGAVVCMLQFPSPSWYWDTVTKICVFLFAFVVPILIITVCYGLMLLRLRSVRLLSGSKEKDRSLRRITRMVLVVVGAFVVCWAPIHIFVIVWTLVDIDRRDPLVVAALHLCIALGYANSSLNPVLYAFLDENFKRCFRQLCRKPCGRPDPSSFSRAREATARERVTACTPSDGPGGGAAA
phage Ecoli inh – growth loss of phage-infected E. coli, primary screen, RecBCD inhibitor project, absorbance, with phage, HTS. actives 0.26% (n = 360,000). inhibition, % at 11.9 µM. AID 651602, 2012; in the data active means inhibition above about 11%
DSG3 Ab inh – inhibitors of pemphigus antibody binding to DSG3, primary screen, biochemical, bead-based, flow cytometry, scFv-GFP; DSG3-coupled beads, scFv-anti-DSG3-GFP binding; stronger effect = lower value; actives 0.48% (n = 310,000); binding (percent of control), % at 10 µM; Desmoglein-3 (Homo sapiens), P32926;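 active means binding more than 3 SD below its plate's average and above zero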;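 further: hits lower antibody fragment binding to DSG3; some compounds called inactive have numbers as strong as hits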
PfHsp90 set2 – growth inhibition of PfHsp90-expressing yeast, primary screen, antimalarial PfHsp90 inhibitor project, S. cerevisiae, BacTiter-Glo luminescence, single point, set 2. actives 0.32% (n = 310,000). AID 504621, 2011. inhibition, % at 9.4 µM. BacTiter-Glo ATP, 48 h; yeast lacking PDR1 and PDR3 efflux regulators;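 active means every replicate shows inhibition above about 80%, whatever the replicate mean, limit read from the data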;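 further: 0% = DMSO neutral controls and 100% = 20 µM radicicol positive controls; yeast relying on Plasmodium falciparum Hsp90 in place of its own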
SUMO Mot1 rescue – yeast Mot1-301 growth rescue at high temperature, primary screen, SUMOylation pathway inhibitor project, S. cerevisiae, ATP luminescence, 38.5C; AID 2716, 2010; growth rescue, % at 18.8 µM; S. cerevisiae Mot1-301 growth rescue; percent above DMSO median, 100 means doubled; actives 1% (n = 320,000);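 active means every valid replicate shows activation above 250% relative to neutral control wells; inactive means the rest, any valid replicate at or below 250%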;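 further: OY570 slx delta 5 strain wells were the positive control but not used for scaling; some compounds called inactive have numbers as strong as hits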
HTR5A inv ag – HTR5A inverse agonists in luminescence cell assay, primary screen, counter-screen for OPRM1-OPRD1 heterodimer inverse agonist project, full-deck HTS; HTR5A cell line, inverse agonism; inhibition, % at 9.3 µM; actives 0.083% (n = 340,000); AID 504634, 2011; in the data active means inhibition mostly above about 23%, no sharp cut-off; inactive means mostly below about 18%;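 further: 0% = cells with DMSO and 100% = no-cell wells with DMSO; some compounds called inactive have numbers as strong as hits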
MOR-DOR inv ag – inverse agonists of MOR-DOR heterodimerization, primary screen, cell-based, luminescence; Mu-type opioid receptor (Homo sapiens) + Delta-type opioid receptor (Homo sapiens), …; AID 504357, 2011; inhibition, % at 9.3 µM; cell-based MOR-DOR heterodimer luminescence, inverse agonism; actives 0.21% (n = 340,000); in the data active means inhibition above about 22%, passing the limit was not always enough;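 further: 0% = cells with DMSO and 100% = wells without cells with DMSO; values of inactives mirror those of a sister screen read the other way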
* = called active by the depositor; i = inactive; . = not tested or not shown.

SMILES	E coli growth	PKA-R1A act	HTR5A ag ctr	AddAB inh	OPRM1-OPRD1 ag	phage Ecoli inh	DSG3 Ab inh	PfHsp90 set2	SUMO Mot1 rescue	HTR5A inv ag	MOR-DOR inv ag
CC(C)(C)c1ccc(C(=O)OCCNC(=O)c2c(Cl)nc3ccccn23)cc1	-1.2	-5.5	2.6	-1.2	1.6	0.6	.	-18.7	-14.7	-7.8	-8.2
COc1ccc(/C=C2\SC(=S)N(Cc3cccnc3)C2=O)cc1C	-2.0	-6.6	3.4	3.3	-1.4	1.9	.	-39.8	-13.3	-4.3	6.8
Cc1ccc(C)c(OCC(=O)Nc2nc3ccc([N+](=O)[O-])cc3s2)c1C	1.8	3.7	-2.9	2.2	5.1	1.9	89.0	.	-13.6	7.7	-25.1
COc1ccc(NC(=O)CN(C)C(=O)c2cccc(S(=O)(=O)N3CCN(Cc4ccccc4)CC3)c2)cc1	-0.8	-2.8	1.7	-0.1	-1.2	.	.	2.9	3.3	-12.8	6.4
CN(Cc1nc(-c2cnccn2)no1)C1CC(C)(C)NC(C)(C)C1	1.0	-4.9	0.0	-2.3	-0.2	2.2	121.2	.	-9.3	17.5	1.1
COc1ccc(CN2CN=C(Nc3nc4ccccc4s3)NC2)cc1	-3.2	-0.2	2.0	0.9	-2.5	.	107.2	31.4	9.5	-35.4	13.0
O=C(Nc1ccccc1)OCc1cc(-c2ccccc2Cl)on1	1.9	-3.9	-12.7	-0.7	6.2	3.6	105.3	-5.9	184.2	-27.3	-35.4
CCOC(=O)CCc1ccc(NC(=O)/C=C/c2ccc([N+](=O)[O-])o2)cc1	.	-0.3	1.8	.	11.2	3.2	107.8	-12.1	.	-6.9	-49.1
Cc1cccn2c(=O)cc(COC(=O)C(C)Oc3ccccc3)nc12 (configuration not stated)	1.4	-15.1	-4.9	0.0	0.9	2.9	.	-30.0	9.9	12.5	-3.7
COc1ccc(N2CCCn3c2nc2c3c(=O)n(Cc3ccccc3F)c(=O)n2C)c(OC)c1	-0.2	-2.8	-2.2	-2.4	-2.3	1.4	.	8.7	-7.6	5.8	13.8
COc1ccc(S(=O)(=O)N(CC(=O)NC2CCCC2)c2ccccc2OC)cc1	-0.9	-0.9	-2.0	2.1	-3.0	-1.4	99.5	5.9	23.0	4.8	15.4
COc1ccc(NC(=O)N2CCCC(C(=O)NCCc3ccccc3)C2)cc1 (configuration not stated)	-3.5	-12.1	0.1	1.1	-0.1	1.9	80.8	-8.9	-19.3	-0.3	0.8

One compound at a time (already shown). Screens in order: E coli growth	PKA-R1A act	HTR5A ag ctr	AddAB inh	OPRM1-OPRD1 ag	phage Ecoli inh	DSG3 Ab inh	PfHsp90 set2	SUMO Mot1 rescue	HTR5A inv ag	MOR-DOR inv ag
Entry for `CCOC(=O)CCc1ccc(NC(=O)/C=C/c2ccc([N+](=O)[O-])o2)cc1` → .	-0.3	1.8	.	11.2	3.2	107.8	-12.1	.	-6.9	-49.1
Entry for `COc1ccc(/C=C2\SC(=S)N(Cc3cccnc3)C2=O)cc1C` → -2.0	-6.6	3.4	3.3	-1.4	1.9	.	-39.8	-13.3	-4.3	6.8
Entry for `COc1ccc(N2CCCn3c2nc2c3c(=O)n(Cc3ccccc3F)c(=O)n2C)c(OC)c1` → -0.2	-2.8	-2.2	-2.4	-2.3	1.4	.	8.7	-7.6	5.8	13.8
Entry for `CC(C)(C)c1ccc(C(=O)OCCNC(=O)c2c(Cl)nc3ccccn23)cc1` → -1.2	-5.5	2.6	-1.2	1.6	0.6	.	-18.7	-14.7	-7.8	-8.2

(listing goes on)
SMILES	E coli growth	PKA-R1A act	HTR5A ag ctr	AddAB inh	OPRM1-OPRD1 ag	phage Ecoli inh	DSG3 Ab inh	PfHsp90 set2	SUMO Mot1 rescue	HTR5A inv ag	MOR-DOR inv ag
O=C(NNc1c(Cl)cccc1Cl)c1c(F)cccc1Cl	-2.0	7.3	-4.4	-1.9	1.1	-0.8	114.5	7.1	0.3	5.2	-5.6
CC(=O)NC1CC2CCCC(C1)N2CC(=O)NCc1ccc(F)cc1 (configuration not stated)	-0.4	-1.4	2.9	2.4	-0.8	3.2	101.8	.	-1.5	-17.7	4.5
Cc1cccc(N=C2NC(=O)/C(=C3/C(=O)N(C)c4ccccc43)S2)c1C	-0.1	5.9	-3.1	0.1	1.8	3.1	87.2	-27.1	11.1	30.4	-9.4
Cn1c(CNS(=O)(=O)c2ccc(Cl)cc2)cc(=O)n(C)c1=O	0.8	-2.5	3.1	0.8	0.3	3.0	105.4	5.7	19.4	-8.2	-1.5
CCc1nc(-n2[nH]c(=O)c3ccccc3c2=O)c2c3c(sc2n1)CCCC3	-2.0	6.8	6.8	0.2	-0.1	3.4	98.5	49.8	102.9	-2.9	0.6
C[C@H](CO)N1C[C@H](C)[C@@H](CN(C)S(=O)(=O)c2ccccc2)Oc2ccc(NS(=O)(=O)c3cn(C)cn3)cc2C1=O	1.4	2.0	8.2	4.4	-3.9	2.8	103.0	-10.1	-5.8	-30.2	18.2
O=C(Cc1ccccc1)N/N=C/c1ccc2c(c1)OCO2	-0.9	.	.	-0.6	.	3.3	102.0	2.3	9.4	.	.
COc1cccc(-n2c(SCC(=O)c3c[nH]c4ccccc34)nc3ccccc3c2=O)c1	-2.5	-8.6	-2.9	-0.4	2.9	2.1	95.5	1.8	40.8	-2.9	-21.0
CC(C)OCCCNC(=O)c1ccc2c(c1)S(=O)(=O)c1ccccc1C2=O	-2.1	13.0	-2.5	-0.9	3.5	2.8	108.3	-17.1	783.9	-0.4	-18.8
Cc1ccc2nc3c(cc(C(=O)NC4CCS(=O)(=O)C4)n3Cc3ccccc3)c(=O)n2c1 (configuration not stated)	0.9	-7.9	5.6	0.5	-2.7	2.4	.	-2.6	-7.5	-21.0	13.9
CCOc1ccc(CCNC(=O)C2CSC3(C)CCC(=O)N23)cc1OCC (configuration not stated)	0.1	3.9	-4.4	0.9	-0.2	0.6	102.9	1.0	-15.0	-7.7	1.4
CCOC(=O)N1CCN(C(=O)c2cc3c(s2)-c2c(C)cccc2OC3)CC1	-3.3	-0.9	1.7	6.0	1.4	0.7	105.2	53.7	4.1	4.4	-7.0
COc1cc(O)c(C(=O)O)c(CCc2ccccc2)c1	0.0	2.8	-2.2	-2.3	-1.1	3.7	99.5	-18.6	.	7.5	5.4
O=[N+]([O-])c1ccccc1S(=O)(=O)Nc1ccc(S(=O)(=O)N2CCCC2)cc1	0.7	-6.7	5.2	2.4	-1.3	2.8	.	2.6	2.0	0.3	4.9
COc1cc(COc2ccc3c(C)c(CC(=O)O)c(=O)oc3c2C)cc(OC)c1OC	0.4	10.9	1.4	0.6	0.1	1.5	106.6	4.5	627.6*	-5.0	-0.6
COc1cccc(C(=O)OCCNC(=O)c2cccnc2)c1	1.4	-5.2	-0.7	5.4	1.0	0.7	116.8	5.1	49.4	-17.5	-8.5
O=C(Nc1sc2c(c1C(=O)NCc1cccnc1)CCCC2)c1ccco1	-0.3	0.9	-0.4	1.3	-3.7	2.3	89.3	-11.0	2.9	1.1	19.7
Cc1nonc1CC(=O)N1CCc2c([nH]c3ccccc23)C1c1ccccc1F (configuration not stated)	-0.2	-10.4	-1.2	1.4	-0.1	2.7	96.3	-14.5	-1.1	8.0	0.3
CCc1ccc(CNc2ccc(O)cc2)cc1	-3.2	1.5	-2.5	-0.2	9.5	.	103.5	-14.9	-12.8	3.0	-47.5
Cc1ccc(C)c(N2CCN(S(=O)(=O)c3ccc4[nH]c(=O)ccc4c3)CC2)c1	-0.5	-13.4	2.9	-2.2	14.3	2.4	75.6	-18.8	4.9	-13.3	-78.4
CCC(=O)NCCCNc1nc2c(C)cccc2cc1C#N	1.4	0.3	0.0	4.0	-0.3	3.7	97.9	-16.4	2.0	0.1	1.4
C=CCn1c(SCC(=O)Nc2ccccc2C)nc(O)cc1=O	-0.9	10.9	-2.4	0.8	0.0	0.9	99.3	-2.1	-13.4	-9.8	0.0
N#Cc1c(N2CCOCC2)nsc1-c1ccc(C(F)(F)F)cc1	0.3	.	.	2.8	.	-0.7	92.9	-6.9	1.4	.	.
CCOc1ccc(-n2c(=O)c3sccc3n(CC(=O)Nc3cccc(OC)c3)c2=O)cc1	-0.5	-6.8	-1.6	0.9	-3.4	3.8	102.7	-9.9	204.3	4.8	16.9
C=CCNc1nc(Cl)nc(NCc2ccco2)n1	.	3.1	1.0	.	-3.3	1.9	101.0	-0.5	-5.4	-33.9	16.5
CCn1c(SCC(=O)N/N=C/c2ccncc2)nc2ccccc21	2.4	3.4	0.0	0.7	1.4	1.6	.	-0.8	-11.1	-9.6	-6.9
CCn1c2ccccc2c2cc(N=C3SC(CC(=O)Nc4ccccc4OC)C(=O)N3CCOC)ccc21 (configuration not stated)	2.4	1.2	7.2	1.6	1.2	0.6	100.4	17.6	i	22.6	-6.4
CCOc1ccc(CNC(=O)C2CCN(S(=O)(=O)N3CCCC3)CC2)cc1OC	1.4	-13.6	-3.3	2.6	-0.3	1.2	84.9	7.3	84.0	-14.8	1.7
CC(NC(=S)Nc1c(Cl)cccc1OC(F)F)C(C)(C)C (configuration not stated)	1.1	-9.6	-0.7	0.2	-1.0	1.9	103.0	0.2	5.6	1.9	5.2
Cc1ccc(C)c(NC(=S)Nc2ncccc2C)c1	-2.2	2.6	1.8	0.7	0.2	4.7	104.0	-10.4	-7.8	-5.0	-1.8
Cc1ccc(SCCC(=O)Nc2cccc(N(C)S(C)(=O)=O)c2)cc1	-1.9	-5.1	-3.3	1.0	-1.4	2.3	102.5	10.4	-2.5	-16.7	6.8
CCOC(=O)c1c(C)[nH]c(C)c1C(=O)COC(=O)c1cc2ccccc2cc1O	4.4	5.3	-0.9	1.3	2.7	4.1	86.2	-7.7	-26.0	2.3	-17.5
CCCSc1nc(N)cc(=O)[nH]1	-0.4	-7.5	1.9	-0.3	1.5	3.1	114.0	-18.2	-0.7	-4.4	-9.1
Cc1ccc(C(C(=O)NCc2ccco2)N(Cc2ccco2)C(=O)CNC(=O)c2ccco2)cc1 (configuration not stated)	-1.3	-8.8	0.7	0.0	-1.2	2.3	100.0	-8.4	.	-14.0	6.6
CC(NC(=O)CN(c1ccc(Br)cc1)S(C)(=O)=O)c1ccccc1 (configuration not stated)	-0.3	-16.4	1.0	4.5	0.6	3.2	106.2	7.5	21.2	-3.6	-2.6

High-throughput results: PubChem BioAssay, several laboratories

Compounds were not picked by outcome; any-hit rate near 3.2%.
